High-throughput results deposited in PubChem BioAssay by several laboratories.
Autophagy HCS – alters autophagy in cells. MEF GFP-LC3 puncta imaging; test concentration mostly 10 µM. calls only at 10 µM (by protocol). 190,000 compounds, 0.98% hits. AID 463193;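 active means percentage of spot-positive cells more than 3 SD above its plate mean, without a fluorescence outlier flag or 80% toxicity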;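 further: spot-positive cell cutoff set from DMSO-treated cells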
Dynein cargo inh – blocks dynein driven cargo transport along microtubules. 220,000 compounds, 0.47% hits. AID 1381. 3617.4 mouse cells, GR-EGFP nuclear translocation imaging; test concentration mostly 20 µM; stimulated with dexamethasone, 1 µM; active compounds read low. z-score, hits read low;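 active means plate z-score of nuclear minus cytoplasmic receptor signal below a set negative limit, without overly bright fluorescence or cell loss, cut at about -3.5 in these data, passing the limit was not always enough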;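 further: z-score of nuclear minus cytoplasmic ring GR-EGFP intensity difference per well; some compounds called inactive have numbers as strong as hits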
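Buffer or medium: tet-free medium with charcoal-stripped serum / Also added: dexamethasone agonist, 1.0 µM final, for 30 min / Timing: induction 48 h, compound 1 h, agonist 30 min / Measured by: high-content fluorescence imaging after fixation / Read-out: nuclear-to-cytoplasmic GR-EGFP distribution per well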
b-catenin transl – alters nuclear translocation of beta-catenin in HeLa cells. immunofluorescence imaging. nuclear translocation activity, % at 5 µM. 190,000 compounds, 0.3% hits. AID 1665;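 active means nuclear translocation activity above 50% at 5 µM, with a well cell count of 50 or more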;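 further: per-cell ratio of nuclear to cytoplasmic median beta-catenin stain intensity; plate controls were DMSO negative control for no effect and GSK-3 inhibitor IX positive control for full effect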
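assay system = human HeLa cells, endogenous beta-catenin | times = compound treatment 24 h, 37°C, 5% CO2 | detection = Anti-beta-catenin immunofluorescence on PFA-fixed, Triton-permeabilized cells, DAPI nuclei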
ER stress rescue – protection against thapsigargin-triggered cell killing – 384-well, CSM14.1, ATP luminescence, primary screen (AID 1222); CSM14.1 thapsigargin-induced death rescue, ATP luminescence; higher % means a stronger effect; cellular ATP content (survival), % at 20 µM, or EC50 in µM where a hit was titrated; 190,000 tested, under 10 active;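 active means EC50 below 50 µM in the dose-response confirmation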;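 further: death triggered by thapsigargin at about 15 µM added after 2 h compound pretreatment; cell ATP read after overnight thapsigargin exposure of roughly 18 to 22 hours; normalized against plate controls of thapsigargin alone and 5% DMSO vehicle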
Ins promoter up – MIN6 insulin promoter up-regulation; MIN6 insulin promoter-GFP reporter, high-content imaging; active compounds read high; z-score at 5 µM; 190,000 compounds, 0.3% hits;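 active means z-score above 3 at 5 µM with at least 500 cells counted in the well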
MT stabilizer – microtubule stabilizers in HeLa cells; HeLa tubulin immunostaining HCS, 24 h; share of cells brighter than vehicle mean+2SD; % tubulin-high responders, % at 10 µM; 200,000 compounds, 0.83% hits;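 active means plate Z-score above 3 for both tubulin-high and condensed-nucleus cell shares, with cell loss under 80%, at 10 µM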;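 further: anti alpha tubulin signal scored within the nucleus-defined area of each cell; some results filed as inactive read as strong as hits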
Hep lipid drop – modulators of hepatic lipid droplet formation | 240,000 compounds, 0.4% hits | inhibition, % at 6.5 µM | AML12 mouse hepatocytes, oleate lipid droplets, BODIPY imaging;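 active means lipid droplet intensity inhibited by at least 50%, with more than 500 cells counted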
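Assay system: AML12 mouse liver cells | Compound dosing: One dose, 6.5 µM compound | Read-out basis: Droplet intensity reduction, % inhibition | Measured by: Fluorescence imaging, 20x objective, two fields per well | Schedule: Overnight treatment with compound plus oleate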
WT yeast gro inh – growth inhibition of WT yeast, mitochondrial fusion screen; inhibition, % at 10 µM; mitochondrial fusion phenotypic screen, WT strain; 190,000 compounds, 2.1% hits; in the data active means inhibition above about 58%; tested in S. cerevisiae
XIAP antagonists – small molecules displacing peptide from XIAP – biochemical, IAP family, fluorescence polarization (AID 1018); XIAP BIR domain, fluorescence polarization peptide displacement; higher % means a stronger effect; displacement, % at 20 µM; hits with a dose series show IC50 in µM; 200,000 compounds, 0.007% hits; in the data active means displacement above about 50%; further: a part of the inactive calls stands beside numbers as strong as those of hits
WT yeast gro inh mutant strain – recorded beside WT yeast gro inh, whose call it bears; inhibition, %; mitochondrial fusion phenotypic screen, mutant strain inhibition
Dynein cargo inh cytoplasmic EGFP – recorded beside Dynein cargo inh, whose call it bears; z-score; measured here: cytoplasmic GR-EGFP intensity; active compounds read high
Dynein cargo inh nuclear GR-EGFP – also measured in Dynein cargo inh; calls as there; z-score; measured here: nuclear GR-EGFP intensity;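 lower value marks the stronger effect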
Dynein cargo inh cell count – second read-out of Dynein cargo inh, no call of its own (marks repeat the call); z-score; measured here: cell count per field
Ins promoter up cell count – second read-out of Ins promoter up, no call of its own (marks repeat the call); cell count; measured here: cytotoxicity, nuclei count;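 total cells summed across four imaged fields per well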
Hep lipid drop cells 6.5 µM – recorded beside Hep lipid drop, whose call it bears; cell count; measured here: cell count, cytotoxicity flag;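 cells counted across two imaged fields per well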
b-catenin transl cell count 5 µM – further read-out of b-catenin transl, marked with its call; cell count; measured here: cell count, cytotoxicity flag
MT stabilizer Hoechst-high % – also measured in MT stabilizer; calls as there; % Hoechst-high responders; measured here: nuclear condensation Hoechst responders;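 share of cells brighter than vehicle mean plus two SD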
MT stabilizer cytotoxicity % – recorded beside MT stabilizer, whose call it bears; toxicity, %; measured here: cytotoxicity by cell density;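 0% = mean cell density of plate MIN control wells and 100% = no cells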
Autophagy HCS cell loss 18 h – further read-out of Autophagy HCS, marked with its call; toxicity, %; measured here: cell loss, nuclei count;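 cell loss after 18 h compound exposure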
Active calls of the source: *; i = inactive; . = no result given; + = active, no number.

SMILES | Autophagy HCS | Autophagy HCS cell loss 18 h | Dynein cargo inh | Dynein cargo inh cytoplasmic EGFP | Dynein cargo inh nuclear GR-EGFP | Dynein cargo inh cell count | b-catenin transl | b-catenin transl cell count 5 µM | ER stress rescue | Ins promoter up | Ins promoter up cell count | MT stabilizer | MT stabilizer Hoechst-high % | MT stabilizer cytotoxicity % | Hep lipid drop | Hep lipid drop cells 6.5 µM | WT yeast gro inh | WT yeast gro inh mutant strain | XIAP antagonists
COc1ccc(N(Cc2cc3cc(OC)ccc3[nH]c2=O)C(=O)c2cccnc2)cc1 | i | 11 | 0.047 | -0.2 | 0.3 | 0.5 | -0.7 | 1107 | 1.1% | 0.11 | 1048 | 3.1 | 1.3 | 5.3 | . | . | 10 | 2 | -6.1%
O=C(c1cccnc1Nc1ccccc1F)N1CCOCC1 | i | -4 | 0.52 | -0.36 | 0.28 | 0.29 | -1.0 | 1022 | -1.1% | -0.2 | 1216 | 1.4 | 2.7 | 2.9 | 0 | 722 | -4 | -10 | -1.0%
O=C(C1=C[C@@H](c2coc3ccccc3c2=O)C[C@@H](OCc2ccc(CO)cc2)O1)N1CCN(Cc2ccc3c(c2)OCO3)CC1 | i | 15 | -0.47 | -0.32 | -0.024 | 0.23 | 2.4 | 1020 | 3.0% | 0.52 | 1459 | 2.1 | 1.3 | 1.8 | -2 | 757 | 6 | 7 | -5.6%
Cc1[nH]c(=O)c(C#N)c2c1CSC(C)(C)C2 | i | 5 | 1.2 | -0.31 | 0.91 | -0.011 | . | . | -2.1% | . | . | 3.0 | 1.3 | 4.6 | . | . | 9 | 2 | -6.2%
COc1cc(C2CC(=O)c3cnc(NC(C)=O)nc3C2)cc(OC)c1OC (stereo not drawn) | i | -8 | 0.18 | -0.25 | 0.027 | -0.54 | 2.9 | 1145 | -0.9% | . | . | 3.6 | 2.5 | 6.2 | 1 | 752 | 17 | 10 | -2.7%
COCCn1c(COc2ccc(C)cc2)nc2ccccc21 | i | 20 | -0.35 | -0.34 | -0.13 | 0.1 | 0.7 | 1385 | -2.0% | 1.7 | 1639 | 3.2 | 2.9 | 3.1 | . | . | 6 | 6 | 0.1%
CC(C(=O)OCc1nnc(-c2ccccc2)o1)N1C(=O)c2ccccc2C1=O (stereo not drawn) | i | -49 | 0.57 | -0.11 | 1.2 | -0.35 | -5.5 | 901 | 1.4% | -0.1 | 1470 | 3.7 | 1.7 | 17 | . | . | 12 | 18 | -0.7%
CCN(CC)C(=O)NC1CC2CCCC(C1)N2Cc1ccccc1 (stereo not drawn) | i | 6 | -0.39 | -0.038 | 0.0066 | 0.44 | -1.1 | 802 | 0.7% | -1.1 | 1384 | 1.9 | 3.1 | 14 | . | . | -9 | -9 | -2.5%
c1ccc(Cn2nnc3c(NCC4CCCO4)nc(C4CC4)nc32)cc1 (stereo not drawn) | i | 3 | 1.1 | -0.16 | 1 | -1.5 | -1.9 | 1033 | 0.5% | -0.08 | 1282 | 2.9 | 1.6 | 2.4 | 15 | 710 | 12 | 5 | -7.0%
COC(=O)c1c(NC(=O)c2cccnc2)sc(C)c1C | i | -10 | -0.17 | -0.067 | -0.29 | -0.074 | . | . | -0.8% | -1.5 | 791 | 1.1 | 1.3 | 2.1 | 6 | 798 | 17 | 26 | -7.2%
Cc1nn(-c2cc(C(F)(F)F)ccc2Cl)c2nc(C(Cl)(Cl)Cl)[nH]c(=O)c12 | . | . | 1.4 | -0.21 | 0.57 | -1.4 | -1.1 | 1281 | . | -0.07 | 988 | . | . | . | 1 | 728 | . | . | .
Cc1ccc(C)c(CSc2nnc([C@@H](N)C(C)C)o2)c1 | i | -6 | -0.21 | -0.22 | -0.078 | 0.61 | -3.6 | 1008 | 1.2% | 0.35 | 1237 | 2.0 | 2.3 | 8.7 | . | . | 5 | 10 | -1.0%
NC(=O)CC(NC(=O)Cc1ccc(Br)cc1)c1ccc(NCc2ccc(F)c(F)c2)c([N+](=O)[O-])c1 (stereo not drawn) | . | . | -0.36 | -0.73 | -0.22 | 0.17 | 0.5 | 1378 | . | -0.81 | 1074 | . | . | . | 3 | 763 | . | . | .
Cc1cc(-c2ccco2)n(CC(=O)NCc2ccccc2)n1 | i | 3 | 0.53 | -0.2 | 0.49 | -0.11 | . | . | -1.1% | -0.14 | 930 | 2.0 | 3.8 | 5.5 | . | . | -6 | -10 | -4.7%
CCN(CC)C(=O)CC(c1ccc(F)cc1)c1ccc(OC)cc1 (stereo not drawn) | i | 9 | 0.97 | -0.27 | 0.21 | -0.62 | 0.3 | 1070 | -1.5% | -0.44 | 1584 | 4.3 | 3.0 | 6.5 | -5 | 632 | -3 | -5 | -2.7%
C/C(=N/NC(=O)c1cc(C(C)C)[nH]n1)c1cccs1 | i | -21 | -0.77 | -0.18 | 0.44 | 0.65 | -3.1 | 1005 | -5.2% | 0.29 | 1375 | 2.3 | 1.9 | 6.1 | . | . | -6 | 11 | -4.8%
N#C/C(=C/c1ccc(-c2ccc(S(N)(=O)=O)cc2)o1)c1nc2ccccc2s1 | + | 34* | -5.4 | 7.7 | -1.4 | 0.82 | 8.6 | 1010 | -2.9% | . | . | 3.7 | 1.2 | 2.3 | -6 | 627 | 18 | 25 | -20%
CCN1C(=O)c2cccc3c(S(=O)(=O)Nc4ccccc4)ccc1c23 | i | 13 | -0.51 | -0.19 | -0.05 | -0.045 | 3.1 | 1394 | -2.0% | 0.54 | 1137 | 4.0 | 1.7 | 3.6 | . | . | . | . | -5.6%
Cc1ccc(NC2=CC(=O)CC(C)(C)C2)c(N)c1 | i | 3 | 0.11 | 0.035 | 0.58 | -0.93 | -6.7 | 766 | -1.0% | 0.93 | 1340 | 4.0 | 0.7 | 4.6 | . | . | -25 | 4 | -7.9%
COc1ccc(Oc2nc(C)cc(C)c2C#N)cc1 | i | -3 | -1.5 | -0.24 | -0.6 | 0.6 | -0.2 | 1110 | -2.8% | -0.42 | 1755 | 1.6 | 1.8 | 9.3 | -10 | 634 | -16 | -26 | -5.9%
Cc1cc(C(F)F)n2nc(C(=O)Nc3sc4c(c3C#N)CCC(C)C4)nc2n1 (stereo not drawn) | i | -3 | 0.11 | -0.24 | -0.76 | 0.65 | -1.4 | 1360 | -0.4% | 0.45 | 1548 | 2.6 | 1.9 | 5.6 | . | . | -13 | -7 | 0.6%
Cc1nc(C)c(-c2ccccc2)c(=O)[nH]1 | i | 5 | -0.39 | -0.19 | -0.06 | -0.058 | -0.3 | 1162 | -0.6% | -0.05 | 1277 | 1.9 | 1.4 | 4.1 | . | . | -2 | -5 | -4.2%
Cc1nn(-c2ccccn2)c2nc(-c3cccs3)cc(C(=O)N3CCOCC3)c12 | i | -10 | 0.17 | -0.34 | 0.35 | -0.012 | -3.2 | 861 | 1.4% | 0.3 | 1388 | 5.3 | 4.5 | 5.4 | . | . | 37 | 5 | -3.2%
S=C(NC1CCCCC1)c1ccc2c(c1)OCO2 | i | 7 | 0.36 | -0.12 | -0.71 | 0.43 | . | . | -1.5% | . | . | 3.3 | 2.6 | 5.3 | . | . | -7 | 2 | -1.6%
Nc1cc(=O)[nH]c(SCC(=O)Nc2cccc([N+](=O)[O-])c2)n1 | . | . | -0.53 | -0.082 | 0.49 | 0.34 | -0.3 | 1327 | . | 0.09 | 1042 | . | . | . | -4 | 676 | . | . | .
Cc1ccc(Nc2nnc(SCC(=O)NCCN3C(=O)CSC3=O)s2)cc1C | i | 24 | 2.9 | -0.04 | 1.6 | -1.2 | -1.3 | 1019 | -4.2% | 0.79 | 1543 | 10 | 2.0 | 5.4 | -8 | 689 | 12 | 13 | 2.7%
CC1CCN(C(=O)c2ccc(NS(C)(=O)=O)cc2)CC1 | i | -4 | 1.6 | -0.21 | 0.85 | -1.8 | -0.1 | 1082 | -1.2% | -0.12 | 1885 | 3.3 | 1.1 | 2.0 | -11 | 649 | 1 | -3 | 2.4%
O=C(Cc1ccc([N+](=O)[O-])cc1)Nc1ccc2c(c1)OCO2 | i | 8 | -0.94 | -0.14 | -0.39 | 1.1 | -1.4 | 1151 | 1.1% | 0.12 | 1267 | 2.7 | 2.4 | 7.5 | -6 | 735 | -9 | 12 | -1.4%
Cc1cc(NC(=O)CC(F)(F)F)n(-c2ccccc2)n1 | i | 17 | -1 | -0.18 | -0.68 | 0.49 | -1.9 | 1143 | -0.3% | -0.42 | 1642 | 1.4 | 1.5 | 0.7 | -3 | 678 | -35 | 16 | 0.4%
CSc1ccc(CN(C)CC(=O)Nc2ccc(NC(C)=O)cc2)cc1 | i | 5 | -0.4 | -0.28 | -0.29 | 0.94 | -0.3 | 1064 | -1.7% | 0.67 | 1303 | 1.4 | 1.5 | 0.0 | 12 | 708 | 4 | 6 | -6.6%
CC(=O)c1ccc(-n2nnnc2SCC(=O)N2CCc3ccccc3C2)cc1 | i | -3 | -0.14 | -0.22 | 0.61 | 2.7 | -0.1 | 427 | -4.5% | . | . | 2.5 | 0.5 | 14 | -4 | 714 | -10 | -28 | -5.4%
